M. tuberculosis = growth inhibition of non-replicating M. tuberculosis (AID 488890) | inhibition, % at 25 µM, or IC50 in µM where a hit was titrated | Mycobacterium tuberculosis non-replicating, growth inhibition; higher % means a stronger effect | 0.39% of 320,000 active; in the data active = a potency from the dose series; inconclusive = inhibition mostly from about 82% at the one dose, without a potency; inactive = the rest, 99 in 100 with inhibition below about 76%;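 also: plate controls were DMSO cells for no effect and high antibiotic wells for full effect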
PhoP GFP inhibition = PhoP regulon inhibitors, Salmonella typhi PhoP promoter GFP reporter, confirmatory (AID 1850). inhibition, % at 50 µM; hits with a dose series show IC50 in µM. Salmonella Typhi PhoP-promoter GFP reporter, fluorescence, 4 h; higher % means a stronger effect. 0.33% of 310,000 active; in the data active = a potency from the dose series; inconclusive = inhibition mostly from about 25% at the one dose, without a potency; inactive = the rest, 99 in 100 with inhibition below about 19%;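 also: 0% = induced wells with vehicle and 100% = uninduced wells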
H1N1 NS1A inhibition = NS1A inhibition, H1N1 influenza, cell based functional assay (AID 504329) | NS1A functional cell-based assay, percent inhibition; higher % means a stronger effect | 0.3% of 340,000 active | inhibition, % at 12.5 µM; hits with a dose series show IC50 in µM; in the data active = a potency from the dose series; inconclusive = inhibition above about 27% without an active follow-up result; also: strong numbers were not always called active
inhibitors of VEEV = inhibitors of VEEV TC-83 cytopathic effect, confirmation, Vero cells (AID 588727); Vero cells, VEEV TC-83 cytopathic effect inhibition; higher % means a stronger effect; inhibition, % at 20 µM; hits with a dose series show IC50 in µM; 0.13% of 350,000 active; in the data active = a potency from the dose series; inconclusive = inhibition mostly from about 14% at the one dose, without a potency; inactive = the rest, 99 in 100 with inhibition below about 12%; also: strong numbers were not always called active
M. tuberculosis HTS = M. tuberculosis growth inhibition, HTS (AID 449762); M. tuberculosis H37Rv growth inhibition, 7H9 media; higher % means a stronger effect; 0.59% of 330,000 active; one-dose inhibition, % at 25 µM; IC50 in µM for titrated hits; in the data active = a potency from the dose series; inconclusive = inhibition above about 70% without an active follow-up result;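 also: bacterial growth assessed after seven days of incubation; strong numbers were not always called active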
inhibitors of VEEV 10K pilot screen = recorded beside inhibitors of VEEV, whose call it bears; inhibition, %; measured here: 10K pilot screen inhibition
Active calls of the source: *; i = inactive; ? = inconclusive; . = not tested or not shown; & = joins results of further samples. No enrichment for hits. About 1.4% of those tested had a hit in this group.

SMILES	M. tuberculosis	PhoP GFP inhibition	H1N1 NS1A inhibition	inhibitors of VEEV	M. tuberculosis HTS	others
CC(=O)c1ccc(NC(=O)c2noc(C(C)C)c2[N+](=O)[O-])cc1	56%	-1%	5%	2.7%	0%
O=C(Cc1cccs1)N1CCN(S(=O)(=O)c2ccc(Cl)c(C(F)(F)F)c2)CC1	28%	.	2%	6.5%	9%
C=CCn1c(SCC(=O)NCC(c2ccccc2)N(C)C)nc2sc3c(c2c1=O)CCC3 (configuration not stated)	.	.	-5%	1.6%	.
COCCNC(=O)COc1ccc(N(C)S(=O)(=O)c2ccc3ccccc3c2)cc1	2%	6%	-2%	0.2%	1%
CCn1c(CSc2nncn2-c2ccc(OC)cc2)nc2cc(S(=O)(=O)N(C)C)ccc21	4%	-11%	3%	i	-18%
O=c1c2oc3ccccc3c2ncn1Cc1ccc(F)cc1	62%	-5%	-2%	0.3%	0%
CCC(=O)NC(=S)Nc1ccc(NC(=O)COc2ccc(Cl)c(C)c2)cc1	62%	7%	1%	9.2%	?
CC(C)(C)OC(=O)NCCCC[C@H](NC(=O)c1nc[nH]c1C(=O)NC1CCN(C(=O)OC(C)(C)C)CC1)C(=O)OC(C)(C)C	52%	5%	-2%	6.9%	6%
O=C(c1csc2c1CCCCC2)N1CCN(c2ncccn2)CC1	16%	9%	1%	1.0%	-1%
CC(C)Oc1cc(C(=O)NC2CCCCC2)c2ccccc2n1	7%	2%	5%	5.8%	1%

Reprinted from the part before: seven entries, followed by the next part.
SMILES	M. tuberculosis	PhoP GFP inhibition	H1N1 NS1A inhibition	inhibitors of VEEV	M. tuberculosis HTS	others
COCCNC(=O)COc1ccc(N(C)S(=O)(=O)c2ccc3ccccc3c2)cc1	2%	6%	-2%	0.2%	1%
CCn1c(CSc2nncn2-c2ccc(OC)cc2)nc2cc(S(=O)(=O)N(C)C)ccc21	4%	-11%	3%	i	-18%
O=c1c2oc3ccccc3c2ncn1Cc1ccc(F)cc1	62%	-5%	-2%	0.3%	0%
CCC(=O)NC(=S)Nc1ccc(NC(=O)COc2ccc(Cl)c(C)c2)cc1	62%	7%	1%	9.2%	?
CC(C)(C)OC(=O)NCCCC[C@H](NC(=O)c1nc[nH]c1C(=O)NC1CCN(C(=O)OC(C)(C)C)CC1)C(=O)OC(C)(C)C	52%	5%	-2%	6.9%	6%
O=C(c1csc2c1CCCCC2)N1CCN(c2ncccn2)CC1	16%	9%	1%	1.0%	-1%
CC(C)Oc1cc(C(=O)NC2CCCCC2)c2ccccc2n1	7%	2%	5%	5.8%	1%
CS(=O)(=O)Nc1nc2n(n1)C(c1ccccc1)C=C(c1ccc(Br)cc1)N2 (configuration not stated)	73%	-9%	8%	2.3%	?
COc1ccc(/C=N/NC(=O)c2cc(C)n(-c3ccccc3)c2C)cc1OC	4%	1%	-12%	3.0%	8%
Cc1ccc(NC(=O)CSc2nc3nc(C)cc(C)c3c(=O)[nH]2)cc1	-3%	4%	-1%	i	1%
NC(=S)Nc1cccc2cccnc12	78%	-3%	14%	2.1%	?
COC(=O)c1ccccc1NC(=O)/C=C/C(=O)O	-5%	-7%	0%	1.2%	2%
O=C(/C=C/c1cccs1)Nc1cccnc1	-1%	4%	13%	0.5%	-8%
COC(=O)c1ccc(NC(c2ccc(Cl)cc2)P(=O)(OC)OC)cc1 (configuration not stated)	-2%	0%	-8%	1.9%	5%
N#CC(CCN1CCOCC1)(c1ccccc1)c1ccccc1	2%	4%	4%	0.9%	3%
CC(C)C[C@@H](CNCC(=O)[C@H](CC(C)C)NC(=O)c1[nH]cnc1C(=O)N[C@@H](C)CN)NC(=O)c1nc[nH]c1C(=O)N[C@@H](CC(C)C)C(=O)O	.	.	-6%	i	.
Cc1cc(C(=O)CSc2nc3ccc(Cl)cc3[nH]2)c(C)n1C	-3%	13%	-1%	2.1%	-17%
CCN(CC)Cc1cc(Nc2ccnc3cc(Cl)ccc23)ccc1O	69%&71%	16%&15%	10%&7%	2.5%&1.8%	7%&12%
Cc1ccc(Nc2nnc(SCC(=O)NC3CCS(=O)(=O)C3)s2)c(C)c1 (configuration not stated)	12%	8%	4%	0.3%	1%
COCCNC(=O)C(c1ccc(Cl)cc1)N(C(=O)CCC(=O)Nc1ccccn1)C1CCCC1 (configuration not stated)	11%	21%	-19%	0.1%	-4%
Cc1cccc(C)c1NC(=O)c1cccc2c1-c1ccccc1C2=O	0%	-5%	-1%	i	-7%
CC(C)c1cccc(-c2ccc3c(c2)S(=O)(=O)c2cccc(C(=O)NCc4ccco4)c2C3=O)c1	6%	.	6%	0.6%	6%
CCCCn1c(N)c(N(CC(C)C)C(=O)C2CCN(C(=O)c3ccc(F)cc3)CC2)c(=O)[nH]c1=O	8%	-5%	-5%	3.9%	-13%
COC(=O)c1ccc(Nc2nc(C)cc(=O)[nH]2)cc1	-10%	-7%	20%	0.9%	-11%
CCCCCC(=O)NNC(=S)NC(=O)c1cccc([N+](=O)[O-])c1	?	0%	3%	1.8%	?
Cc1ccc(S(=O)(=O)N2CCN(CC(=O)N/N=C/C=C/c3ccccc3)CC2)cc1	-17%	-3%	0%	2.2%	-2%
O=C(Cc1ccc(S(=O)(=O)N2CCCCC2)s1)Nc1ccc(F)cc1F	-4%	-5%	-9%	i	-1%
Cc1ccc(NC(=O)COC(=O)Cn2cnc3ccccc32)cc1S(=O)(=O)N(C)C	-1%	-6%	-8%	0.3%	-11%
COc1ccc(CCNS(=O)(=O)c2ccc3c(c2)CCN3C(=O)C2CC2)cc1OC	6%	1%	13%	i	-13%
NS(=O)(=O)c1ccc(CCNC(=O)COC(=O)CCN2C(=O)C3CC=CCC3C2=O)cc1 (configuration not stated)	-19%	.	0%	1.5%	-7%
Cc1ccccc1NC(=O)CSc1nnc(-c2ccoc2C)n1CCc1ccccc1	33%	1%	1%	0.8%	8%
O=C(CCN1C(=O)C2CCCCC2C1=O)N1CCN(S(=O)(=O)c2ccccc2)CC1 (configuration not stated)	-5%	-1%	-17%	2.3%	-3%
CC(C)(C)n1nnnc1C(c1cccnc1)N1CCN(c2ccccc2)CC1 (configuration not stated)	-3%	-6%	-6%	1.3%	0%
O=C(C1COc2ccccc2O1)N1CCN(Cc2ccccc2)CC1 (configuration not stated)	5%	-3%	-24%	i	0%
CCc1ccc(NC2CC(=O)N(CCc3ccc(OC)c(OC)c3)C2=O)cc1 (configuration not stated)	7%	4%	-1%	0.0%	-9%
Cc1ccc(/C(N)=N/OC(=O)Cc2ccccc2)cc1	75%	0%	-16%	0.6%	-7%
Cc1nc(NC(=O)CSc2nc3cccnc3n2Cc2ccccc2)sc1C	27%	-12%	1%	2.1%	8%
COc1ccc(OCC(=O)NC2CCCCCCC2)cc1	33%	-6%	0%	i	1%
COc1ccc(Cc2nnc(SCC(=O)Nc3ccc(N4CCOCC4)cc3)n2C)cc1	-3%	-12%	-1%	1.1%	8%
Cc1nn(-c2ccccc2)c(C)c1NC(=O)CCl	41%	0%	14%	7.8%	2%
CCOc1ccc(CCNC(=O)C2CC(=O)N(Cc3ccc(OC)cc3)C2)cc1OCC (configuration not stated)	22%	6%	4%	0.8%	2%
CCOc1ccc2nc(SCC(=O)N(CC(C)C)c3c(N)n(CC(C)C)c(=O)[nH]c3=O)[nH]c2c1	.	.	-3%	7.6%	.
COC(=O)c1c(NC(=O)COC(=O)c2ccc(NC(=O)CC#N)cc2)sc2c1CCCCC2	-15%	0%	11%	0.6%	-8%
Cc1cnc2cc([N+](=O)[O-])ccc2n1	-6%	3%	-6%	2.7%	3%
COc1ccc(C(=O)/C=C/c2cn(CC(O)CN3CCN(C)CC3)c3ccccc23)cc1OC (configuration not stated)	69%	0%	4%	?	8%
CC(C)CC(NC(N)=O)C(=O)OCC(=O)Nc1ccc(OC(F)F)cc1 (configuration not stated)	-6%	-3%	9%	0.1%	-3%
Cc1ccc(S(=O)(=O)/N=C/c2ccc(N(C)C)cc2)cc1	-6%	-4%	12%	0.4%	0%
O=C1[C@@H]2[C@@H](CN3CN(c4ccccc4)N=C(c4ccccc4)[C@@]23c2ccccc2)C(=O)N1c1ccccc1	.	.	-21%	2.4%	.
Cc1cnccc1CN(C)Cc1cn(C)nc1-c1cccc(Cl)c1	2%	-31%	-8%	0.2%	-2%
O=C(/C=C/c1ccc(OCCCF)cc1)NCc1ccc(Cl)cc1	20%	-12%	-3%	0.8%	2%
O=C(NC(=S)NC1CCCc2ccccc21)c1ccco1 (configuration not stated)	15%	-4%	3%	5.7%	35%	inhibitors of VEEV 10K pilot screen=1.0
COc1ccc(N2CCN(S(=O)(=O)CCNC(=O)CCCc3ccccc3)CC2)cc1	0%	5%	-7%	0.3%	-7%
COc1cccc(OC)c1OC(=O)/C=C/c1ccc(C)o1	-3%	5%	-8%	i	39%
NC(=O)C1CCN(c2nnnn2-c2ccccc2)CC1	-2%	1%	-1%	1.4%	2%
N/C(=N\N=C/c1ccc(-c2ccc(O)c(C(=O)O)c2)o1)N[N+](=O)[O-]	9%	5%	3%	2.0%	-1%
COCCN(C(=O)Cc1csc(-c2cccc(Cl)c2)n1)c1c(N)n(Cc2ccccc2)c(=O)[nH]c1=O	.	.	-9%	9.2%	.
COc1cc(C(=O)NCCOC(=O)c2cccc(N(C)C)c2)cc(OC)c1OC	18%	-4%	-9%	i	3%

Fetched by structure from above:
SMILES	M. tuberculosis	PhoP GFP inhibition	H1N1 NS1A inhibition	inhibitors of VEEV	M. tuberculosis HTS	others
O=C(NC(=S)NC1CCCc2ccccc21)c1ccco1 (configuration not stated)	15%	-4%	3%	5.7%	35%	inhibitors of VEEV 10K pilot screen=1.0
Cc1ccc(NC(=O)CSc2nc3nc(C)cc(C)c3c(=O)[nH]2)cc1	-3%	4%	-1%	i	1%
CCOc1ccc(CCNC(=O)C2CC(=O)N(Cc3ccc(OC)cc3)C2)cc1OCC (configuration not stated)	22%	6%	4%	0.8%	2%
Cc1ccc(Nc2nnc(SCC(=O)NC3CCS(=O)(=O)C3)s2)c(C)c1 (configuration not stated)	12%	8%	4%	0.3%	1%
N#CC(CCN1CCOCC1)(c1ccccc1)c1ccccc1	2%	4%	4%	0.9%	3%

Later entries:
SMILES	M. tuberculosis	PhoP GFP inhibition	H1N1 NS1A inhibition	inhibitors of VEEV	M. tuberculosis HTS	others
CCOc1ccc(NC(=O)CN(C)C(=O)c2cc(-c3ccc(OC)cc3)nc3ccccc23)cc1OCC	40%	9%	-11%	9.1%	?
CCCNC(=O)Cn1cnc2sc(C(=O)NCCN(CC)CC)c(C)c2c1=O	3%	-2%	6%	1.4%	-3%
CCc1ccc(OC(=O)/C=C/c2ccco2)cc1	25%	-4%	-29%	i	3%
O=C(COC(=O)c1ccncc1)Nc1ccc2c(c1)OCO2	-1%	.	-45%	9.1%	5%
Nc1c(Cl)cc(Cl)cc1C(=O)OCC(=O)N1CCCC1	2.5µM*	-4%	7%	1.4%	9%
CC(Sc1nnc(Cc2cccs2)n1C1CC1)C(=O)NC1CCS(=O)(=O)C1 (configuration not stated)	.	.	0%	1.9%	.
COC(=O)c1ccc(S(N)(=O)=O)o1	14%	-3%	-1%	3.6%	2%
COc1ccc(N(CC(=O)N/N=C/c2ccccc2F)S(=O)(=O)c2ccccc2)cc1	-7%	1%	-15%	0.2%	-3%
O=C(CCCOc1ccccc1)NCCc1ccccc1	63%	-13%	.	1.2%	3%
CCOc1ccc2oc(C(=O)OC(C(=O)NC(N)=O)C(C)C)c(C)c2c1 (configuration not stated)	24%	1%	-8%	2.5%	8%
CCN(CC(=O)NCc1ccc(Cl)cc1)C(=O)c1ccc(S(=O)(=O)NCc2ccco2)cc1	17%	-5%	-9%	8.1%	-3%
CCOc1ccc(NC(=O)N2CCC(c3nc4ccccc4[nH]3)CC2)cc1	7%	5%	2%	0.5%	34%
COc1cc(/C=N/NC(=O)c2ccc(Cl)c(S(N)(=O)=O)c2)ccc1OCC(N)=O	-4%	-1%	16%	1.6%	6%
C=CCOc1ccccc1CN1CCC(Oc2cc(C(=O)NC3CC3)ccc2OC)CC1	42%	2%	-3%	1.6%	-12%
Cc1ccc(S(=O)(=O)N2CCOCC2)cc1C(=O)OCC(=O)NC1CCS(=O)(=O)C1 (configuration not stated)	-20%	-5%	-1%	i	-10%

Screening data from PubChem BioAssay.
